STAT1 act – increases IFN-gamma driven STAT1 reporter signal; NIH 3T3 STAT1-luciferase reporter, luminescence; 100% = IFN-gamma alone, no compound; activation (% of control), % at 5.5 µM; 200,000 tested, 2.6% active;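 active means activation above the screen-wide mean activation plus 3 SD, cut at about 130% in these data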;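 further: raw ratio to IFN-gamma control signal so 100% means no change and 0% no light; values of inactives mirror those of a sister screen read the other way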
APP 5'UTR act – APP 5'UTR luciferase reporter activation; SH-SY5Y APP 5'UTR luciferase reporter, luminescence; zero percent = DMSO vehicle wells; activation, % at 2 µM; 190,000 tested, 1% active; AID 1276;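 active means activation above a set limit, based on mean plus 3 SD of controls, cut at about 140% in these data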; further: values of inactives mirror those of a sister screen read the other way
STAT1 inh – reduces IFN-gamma driven STAT1 reporter signal; NIH 3T3 STAT1-luciferase reporter, luminescence; inhibition, % at 5.5 µM; 200,000 tested, 0.35% active;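 active means inhibition above a set limit, the mean inhibition across all tested compounds plus 3 SD, cut at about 34% in these data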;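 further: 0% = IFN-gamma with DMSO and 100% = IFN-gamma with 300 µM nifuroxazide; values of inactives mirror those of a sister screen read the other way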
APP transl inh – APP translation inhibition; SH-SY5Y APP 5'UTR-luciferase reporter, luminescence; inhibition, % at 2 µM; 190,000 tested, 0.82% active; AID 1285;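 active means inhibition above a set limit, derived from the sample mean plus 3 SD, cut at about 45% in these data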; further: values of inactives mirror those of a sister screen read the other way
FLuc inh counter – inhibits firefly luciferase, flagging false hits in luciferase inhibition screens; inhibition, % at 10 µM; P08659; AID 1006; ATPLite firefly luciferase biochemical luminescence, 10 min; 200,000 tested, 1.5% active;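 active means inhibition above about 50% when tested at 10 µM, limit read from the data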
Target sequence (P08659 whole entry, looked up): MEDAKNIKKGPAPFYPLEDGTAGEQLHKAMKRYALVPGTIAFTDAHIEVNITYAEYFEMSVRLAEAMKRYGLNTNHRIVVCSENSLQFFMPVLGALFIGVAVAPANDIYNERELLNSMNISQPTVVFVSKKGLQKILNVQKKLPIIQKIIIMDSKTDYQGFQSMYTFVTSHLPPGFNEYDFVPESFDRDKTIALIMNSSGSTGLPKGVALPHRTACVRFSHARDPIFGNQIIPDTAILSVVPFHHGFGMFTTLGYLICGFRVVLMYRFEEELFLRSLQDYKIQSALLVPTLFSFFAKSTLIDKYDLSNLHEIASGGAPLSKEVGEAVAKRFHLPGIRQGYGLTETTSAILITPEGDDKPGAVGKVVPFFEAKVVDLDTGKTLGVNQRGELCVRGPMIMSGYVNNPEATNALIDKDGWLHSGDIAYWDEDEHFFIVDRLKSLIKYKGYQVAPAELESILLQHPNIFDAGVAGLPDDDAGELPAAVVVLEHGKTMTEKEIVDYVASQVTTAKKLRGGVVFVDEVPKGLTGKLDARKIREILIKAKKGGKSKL
FLuc act counter – affects firefly luciferase, flagging false hits in luciferase stimulation screens. AID 1027. ATPlite luciferase biochemical, luminescence, 10 min; 0 = ATP-free wells, 1 = DMSO control. 200,000 tested, under 10 active. activation factor at 10 µM;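 active means luciferase activation factor, scaled between plate controls, of at least 2 with compound at 10 µM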
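Material: luciferase plus luciferin reagent, cell-free. Medium: PBS buffer for ATP. Also added: ATP substrate, dispensed from a 10.24 µM working solution in PBS. Doses: test compounds dosed from 2 mM stocks in 100% DMSO. Incubation: 10 min post-reagent at room temperature. Technique: light output (luminescence). Read-out basis: luminescence gain marking luciferase activators.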
NF-kB expr up – raises NF-kB expression in human neuronal cells | NF-kB reporter expression; stronger effect = higher value | fold change at 12.5 µM | 190,000 tested, 1.6% active; in the data active means fold change above about 3.3
ROMK primary – modulators of human ROMK potassium channel; 130,000 tested, 2% active; B-score at 10 µM; P48048; Tet-inducible ROMK, thallium flux fluorescence; actives lie on both sides; AID 1918;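 active means signal ratio slope over the read window, or its plate-corrected B-score, at least 3 SD from the plate mean, either direction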;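 further: B-score of the F/F0 ratio slope over 7 to 12 s after thallium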
Target sequence (P48048 whole entry, looked up): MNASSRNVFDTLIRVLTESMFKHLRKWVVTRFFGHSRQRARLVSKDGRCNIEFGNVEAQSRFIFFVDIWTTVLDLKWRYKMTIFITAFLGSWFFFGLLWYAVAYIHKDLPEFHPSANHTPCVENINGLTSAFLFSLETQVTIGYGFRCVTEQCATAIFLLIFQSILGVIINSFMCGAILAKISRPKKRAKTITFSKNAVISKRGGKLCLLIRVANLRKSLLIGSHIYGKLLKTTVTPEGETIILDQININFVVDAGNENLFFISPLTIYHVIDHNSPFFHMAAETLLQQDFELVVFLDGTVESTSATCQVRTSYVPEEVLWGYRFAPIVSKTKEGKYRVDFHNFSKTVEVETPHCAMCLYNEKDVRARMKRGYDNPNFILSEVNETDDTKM
STAT3 blocker – STAT3 signaling inhibition | U3A cells, IL-6 STAT3-luciferase reporter, luminescence; host cell line lacks STAT1 | inhibition, % at 5.5 µM | 190,000 tested, 0.89% active;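 active means inhibition above the mean inhibition across all screened compounds plus 3 SD, cut at about 44% in these data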;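 further: 0% = DMSO only wells and 100% = 100 µM nifuroxazide control wells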
STAT3 act – STAT3 signaling activation. U3A cells, IL-6 STAT3-luciferase reporter, luminescence; 100% = signal with IL-6 EC80 alone. activation (% of control), % at 5.6 µM. 190,000 tested, 0.91% active. AID 871;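 active means activation above the screen-wide mean of compound activation plus 3 SD, cut at about 130% in these data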;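 further: 0% = background luminescence of wells with medium and substrate only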
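Material: STAT3-luciferase reporter U3A cells; Probe or stimulus: IL-6 (33 ng/mL); Incubation: compound pre-incubation 1 h before IL-6, then 6 h stimulation at 37 °C; Technique: luminescence from STAT3-driven luciferase reporter; Evaluation: % activation versus median of IL-6-stimulated wells; Controls: IL-6-only high control.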
* = called active by the depositor; x = not tested or not shown.

Compound	STAT1 act	APP 5'UTR act	STAT1 inh	APP transl inh	FLuc inh counter	FLuc act counter	NF-kB expr up	ROMK primary	STAT3 blocker	STAT3 act
O=C(O)C1C2C=CC(C2)C1C(=O)NC(c1ccccc1)c1ccccc1 (configuration not stated)	102.2	-0.6	-2.3	0.6	-3.2	1	0.93	-0.202	1.7	103.8
COc1ccc(Cl)cc1S(=O)(=O)N1CCN(C(=O)c2cc(OC)c(OC)c(OC)c2)CC1	100.8	-9.9	-0.9	9.9	-0.8	1	1	0.998	2.5	100.3
Cc1ccc(SCCC(=O)Nc2ccccc2C(=O)NC2CCCCC2)cc1	82.1	-2.2	19.7	2.2	-5.9	1.1	1.29	-0.152	7.0	97.1
COc1ccc(-c2cc(C(F)(F)F)n3nc(C(=O)Nc4c(C)n(C)n(-c5ccccc5)c4=O)c(Cl)c3n2)cc1	103.1	-5.7	-3.2	5.7	-2.6	1	1.09	0.313	6.1	95.0
O=C(CSc1nc2ccccc2[nH]1)c1ccco1	114.0	46.2	-15.3	-46.2	5.9	0.9	1.95	0.00317	9.3	99.6
CCN1CCN(C(c2cccs2)C(C)NS(=O)(=O)c2ccccc2)CC1 (configuration not stated)	102.3	-2.7	-2.6	2.7	-5.6	1.1	1.24	-0.678	6.2	98.7
Cn1c(C(=O)OC(C(=O)NC(C)(C)C)c2cccnc2)cc2sccc21 (configuration not stated)	98.5	12.5	-0.4	-12.5	-6.3	1.1	1.13	0.938	5.4	101.5
CCOC(=O)C1C(=O)C=C(c2cccs2)CC1c1ccccc1 (configuration not stated)	97.7	5.9	2.5	-5.9	-0.2	1	0.88	x	0.4	95.5
CCOC(=O)c1c(C)nc2c3ccccc3ccn12	153.0*	160.3*	-57.4	-160.3	53.7*	0.5	5.01*	x	-12.5	113.7
O=c1c2cc(N3CCOCC3)ccc2[nH]c(=S)n1Cc1ccccc1Cl	89.7	-11.9	9.3	11.9	-5.6	1.1	1.11	0.211	-3.2	108.7
Cc1ccc(CNC(=O)CSc2nc3c(sc4ccccc43)c(=O)n2CCCN2CCCC2)cc1	100.5	12.7	-2.7	-12.7	-9.1	1.1	0.76	-2.25	-2.1	107.6
COC(=O)Cc1[nH]n(-c2nc3ccccc3s2)c(=O)c1C(C)=Nc1ccc(C)cc1	79.5	46.5	20.6	-46.5	9.0	0.9	1.07	-0.13	100.4*	15.9
O=C(C[n+]1ccc(Cc2ccccc2)cc1)Nc1ccc([N+](=O)[O-])cc1Cl	112.5	-6.9	-12.7	6.9	-5.4	1.1	1.15	0.0427	-1.6	103.3
O=C1C2ON(c3ccccc3)C(c3ccccc3F)C2C(=O)N1c1ccccc1 (configuration not stated)	98.9	x	1.2	x	-7.4	1.1	1.29	x	12.5	94.5
Cc1ccc(CNC(=O)C(C)OC(=O)c2ccco2)cc1 (configuration not stated)	108.5	4.5	-8.5	-4.5	-4.5	1	1.06	x	6.0	100.4
N#C/C(=C\c1ccco1)c1nc2ccccc2s1	173.2*	138.1*	-83.4	-138.1	68.2*	0.3	1.13	0.516	-23.7	119.8
CC(=O)c1sc(-c2ccccc2Cl)nc1C	100.8	-0.1	-2.8	0.1	-2.4	1	1.9	-0.869	21.5	84.8
Cc1ccccc1CN1C(=O)C(O)(CC(=O)c2ccncc2)c2ccccc21 (configuration not stated)	112.6	10.4	-13.8	-10.4	-6.3	1.1	1.77	1.71	-0.8	104.3
Nc1nc(SCC(=O)c2ccc([N+](=O)[O-])cc2)n[nH]1	100.5	-2.1	-2.0	2.1	-1.8	1	1.01	1.16	9.8	95.3
O=C1c2ccncc2C(=O)N1CNc1ccc(Cl)cc1	103.2	3.0	-3.5	-3.0	-2.9	1	1.2	-0.0324	4.0	100.7
C#CCOCCOCCOCCNc1nc(N2CCN(C(=O)[C@H](Cc3cc4ccccc4[nH]3)n3cc([C@@H](N)CC(C)C)nn3)CC2)nc(N2CCN(C(=O)[C@H](Cc3cc4ccccc4[nH]3)n3cc([C@@H](N)CC(C)C)nn3)CC2)n1	100.9	-2.6	0.6	2.6	3.5	1	1.04	x	x	x
CCCn1cc(S(=O)(=O)CC(=O)Nc2ccc(OC)cc2OC)c2ccccc21	103.6	3.6	-3.9	-3.6	-5.0	1.1	1.05	x	-2.7	104.9
CC(=O)Nc1nonc1NC(=O)c1ccc(C(C)(C)C)cc1	96.5	95.9	3.9	-95.9	-5.9	1.1	1.05	x	0.1	103.9
COc1ccccc1NC(=O)/C=C/c1ccc2c(c1)OCO2	133.5*	44.9	-39.0	-44.9	60.8*	0.4	2.13	5.13*	0.5	107.6
C=CCNc1nc(N2CCCCC2)c(C#N)c2c1CN(Cc1ccccc1)CC2	105.6	3.0	-6.1	-3.0	-2.4	1	4.73*	-0.378	4.7	99.6
O=C1[C@H]2[C@H](ON3CCCC[C@H]23)C(=O)N1c1ccc(Cl)cc1	101.5	1.5	-1.7	-1.5	-2.9	1	1.24	-0.113	-3.0	103.9
O=C(CSc1nnc(COc2ccccc2)o1)N1CCOCC1	99.7	24.1	0.5	-24.1	-9.3	1.1	1.32	0.279	-0.2	99.9
N#Cc1ccc(OCCOCCNC2CCCC2)cc1	100.4	-1.9	-0.4	1.9	-3.3	1	1.27	-0.634	2.0	98.5
CCCC(=O)Nc1sc2c(c1C#N)CCCC2	125.3	10.8	-27.5	-10.8	-5.7	1.1	2.2	-0.172	10.5	94.0
COCCNC(=S)N1CCN(Cc2cccc(OC)c2)CC1	107.0	-9.7	-9.0	9.7	-5.8	1.1	1.16	0.226	-0.5	107.4

Structures shown so far that have a tert-butyl group:
Compound	STAT1 act	APP 5'UTR act	STAT1 inh	APP transl inh	FLuc inh counter	FLuc act counter	NF-kB expr up	ROMK primary	STAT3 blocker	STAT3 act
Cn1c(C(=O)OC(C(=O)NC(C)(C)C)c2cccnc2)cc2sccc21 (configuration not stated)	98.5	12.5	-0.4	-12.5	-6.3	1.1	1.13	0.938	5.4	101.5
CC(=O)Nc1nonc1NC(=O)c1ccc(C(C)(C)C)cc1	96.5	95.9	3.9	-95.9	-5.9	1.1	1.05	x	0.1	103.9

(list continues)
Compound	STAT1 act	APP 5'UTR act	STAT1 inh	APP transl inh	FLuc inh counter	FLuc act counter	NF-kB expr up	ROMK primary	STAT3 blocker	STAT3 act
Cn1c(N)c(C(=O)COC(=O)c2ccc(Cl)c(S(=O)(=O)N3CCCCC3)c2)c(=O)n(C)c1=O	93.7	-10.7	7.1	10.7	-6.8	1.1	1.06	x	6.7	96.2
O=c1[nH]nc(CSCc2ccccc2Cl)[nH]1	92.7	7.0	5.8	-7.0	-2.8	1	0.83	0.109	-0.9	103.9
Cc1cc(NC(=O)Nc2ccc(F)c(Cl)c2)no1	103.2	-8.4	-3.5	8.4	-4.4	1	1.35	x	20.2	86.7
Cn1ccnc1SCC(=O)Nc1ccc2c(c1)COC2=O	113.3	9.8	-14.6	-9.8	7.1	0.9	1.62	x	-4.8	108.0
CCCCN(C)C1CCN(C(=S)Nc2cccc(SC)c2)CC1	104.9	3.6	-6.3	-3.6	-7.4	1.1	0.89	-2.27	0.7	110.4
O=C(c1ccco1)N(CCCN1CCOCC1)c1nc(-c2ccc(F)cc2)cs1	103.5	-1.2	-3.8	1.2	-1.7	1	0.43	-0.165	-0.5	104.3
CC(C)Cc1nnc(NC(=O)CCc2c[nH]c3ccccc23)s1	106.1	13.2	-6.6	-13.2	-7.4	1.1	1.25	0.768	-8.2	111.5
O=C(Nc1ccccc1)C(Cc1cccs1)c1nn[nH]n1 (configuration not stated)	102.6	-9.7	-1.9	9.7	-7.2	1.1	1.01	0.146	6.4	94.6
COc1ccc(S(=O)(=O)N2CCCC2)c(C)c1C	97.9	14.9	1.1	-14.9	-11.1	1.1	1.11	x	5.9	100.4
Cc1nonc1NC(=O)c1ccc(Cl)c(S(=O)(=O)N2CCCCC2)c1	96.4	0.3	3.9	-0.3	-2.9	1	1.25	-0.6	14.7	90.6
Cc1ccc(C(=O)OCC(=O)c2ccc(Cl)s2)s1	130.6*	-1.5	-33.1	1.5	41.1	0.6	2.15	x	4.8	95.5
CC(=O)Nc1cc2ccc(OC(C)=O)cc2oc1=O	x	11.5	x	-11.5	1.7	1	1.34	x	x	x
COC(=O)c1ccc(C)c(NS(=O)(=O)c2ccc(C)c([N+](=O)[O-])c2)c1	92.4	15.0	8.4	-15.0	-4.8	1	1.03	0.169	12.0	95.3
COc1cccc(NC(=O)CCC(=O)Nc2cccc(OC)c2)c1	98.4	17.0	1.8	-17.0	4.2	1	1.03	-0.625	-7.3	109.9
CCCN(c1ccc(C(=O)OC)cc1)S(=O)(=O)c1ccccc1	96.3	22.6	3.1	-22.6	-4.2	1	1.11	0.0213	10.4	100.9
CCOC(=O)N1CCC(Nc2c(-c3ccccc3)c(=O)c2=O)CC1	95.9	4.0	4.5	-4.0	-3.8	1	0.98	0.49	-9.6	105.3
Clc1cccc(-c2nn3c(Cn4cnc5ccccc54)nnc3s2)c1	99.1	-16.4	1.0	16.4	1.5	1	1.09	x	3.4	98.8
COc1cccc(CN2CCNC(=O)C2CC(=O)NCc2cn3ccccc3n2)c1OC (configuration not stated)	108.5	-4.4	-11.1	4.4	-7.8	1.1	0.92	1.22	3.7	100.6
Cc1cc(C)nc(NC(=O)c2ccc(Cl)cc2)n1	95.4	32.8	3.3	-32.8	3.8	1	1.12	0.213	6.6	96.3
Cc1cc(C)c2c(n1)nn1c(-n3ccnc3)cc(C)nc21	103.4	5.1	-3.8	-5.1	-3.7	1	0.98	x	7.6	98.4
O=C(NNc1nc2ccccc2s1)c1ccccc1F	110.1	18.4	-11.0	-18.4	-8.4	1.1	1.09	x	30.7	76.1
COC(=O)c1sc2cc(C(F)(F)F)cnc2c1-c1ccccc1	103.5	19.6	-3.9	-19.6	-4.1	1	1.12	x	-9.9	113.1
Cc1cccc(NC(=S)NNC(=S)NC2CCCCC2)c1C	96.2	21.9	2.6	-21.9	6.9	0.9	1.04	-0.444	13.6	91.8
C(=N\c1nccs1)/Nc1nccs1	99.7	2.8	0.3	-2.8	-1.8	1	1.4	x	1.6	101.9
Cn1c(COc2ccc3ccccc3c2)nnc1SCC(N)=O	96.4	9.3	4.0	-9.3	-3.9	1	1.22	x	8.6	96.6
CCCC1=C(C(=O)OCC)C(c2ccc(OC)c(C)c2OC)C(C#N)=C(N)O1 (configuration not stated)	108.9	8.9	-9.8	-8.9	-2.9	1	1.26	-1.11	4.1	99.6
Cc1ccc(N2CC(C(=O)Nc3nccs3)CC2=O)cc1Cl (configuration not stated)	101.6	x	-1.7	x	-6.2	1.1	1.69	-1	11.1	96.2
Cc1[nH]c(-c2ccco2)nc1C(=O)O	97.7	11.8	2.5	-11.8	-12.3	1.1	1.1	0.517	2.7	100.0
COC(=O)C(C)N(C(=O)c1cccc2ccccc12)c1c(C)cccc1C (configuration not stated)	99.0	-37.4	1.0	37.4	-5.7	1.1	0.84	x	2.1	99.5

Screening data: PubChem, several laboratories
